Compound activity from PubChem.
Casp1 inh: blocks human caspase-1 allosterically or competitively; P29466; Caspase-1 enzyme, Ac-WEHD-AFC fluorogenic rate; Potency, µM (series often up to 57.5 µM), inactives show at the top dose activity change, negative = inhibition, usual class: inhibitors; hit rate 0.03% among 75,000;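 also: potency is read from the fitted curve at half-maximal effect; plate controls were vehicle for no effect and no substrate for full effect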
Caspase-7 inhib: allosteric or competitive inhibitors of human caspase-7; P55210; recombinant caspase-7, Ac-DEVD-AFC fluorescence rate; Potency, µM (titrated, usually from 57.5 µM), for inactives: at the highest dose activity change, negative = inhibition, most hits filed as inhibitors; hit rate 0.02% among 75,000; active = well fitted inhibition curve with a large enough effect in the main read-out, with a control signal flat, not every such curve was filed as active; inconclusive = small, poorly fitted or top-dose-only effect, or a change in a side signal; also: potency is read from the fitted curve at half-maximal effect; % of control where 0% means no effect
USP2a inhib: blocks human ubiquitin-specific protease USP2a; O75604; hit rate 0.1% among 60,000; USP2a enzymatic assay, qHTS inhibition; Potency, µM (top dose mostly 38.3 µM), inactives show top-dose activity change, negative = inhibition, actives largely listed as inhibitors; AID 927;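 also: potency is read from the fitted curve at half-maximal effect; nearly all actives have a fitted effect of over 60% in size; plate controls were DMSO for no effect and NEM full inhibition control for full effect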
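USP2 core (20nM final) preincubated 30 min RT with compound, then Ub-PLA2 20nM and NBD C6-HPC 20uM final added; buffer 20mM Tris-HCl pH 8.0, 2mM CaCl2. Fluorescence Ex 460/Em 535 read at 0 and 2.5 h; normalized to NEM.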
HEK293 cAMP cs: raises cAMP in parental HEK293 cells, TSHR agonist counter-screen. Potency, µM (doses to about 57.1 µM), inactives show at the highest dose activation, hits mostly activators. parental HEK293 CNG cAMP sensor, membrane potential fluorescence. hit rate 2.5% among 73,000; also: potency is read from the fitted curve at half-maximal effect; % of control where 0% means no effect; nearly all actives have a fitted effect of over 55% in size
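Counterscreen for endogenous-receptor signalling: CNG-channel HEK 293 cells report cAMP rise by membrane depolarization. After 60 min dye equilibration with 100 uM RO 20-1724, compounds incubated 30 min before bottom-read fluorescence at 590 nm.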
BRCT PPI green: BRCA1 BRCT-phosphoprotein interaction inhibition. P38398. BRCA1 BRCT-phosphopeptide binding, green fluorescence polarization. Potency, µM (titrated, usually from 76.9 µM), inactives show at the highest dose activity change, negative = inhibition, hits mostly inhibitors. hit rate 0.05% among 75,000. AID 875;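 also: potency is read from the fitted curve at half-maximal effect; plate controls were peptide without protein for full effect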
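Fluorescence polarization: His-tagged BRCT (~35 kDa BRCA1 C-terminus, 250 nM) bound to 100 nM fluorescein-labeled phosphorylated 10-aa BACH1 peptide, pH 7.3 phosphate buffer with DTT and Tween 20. Compounds incubated 12 min at room temperature; inhibition read as lowered polarization.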
DNA Pol III inh: blocks replication by bacterial DNA polymerase III holoenzyme. reconstituted DNA polymerase III holoenzyme replication, biochemical. Potency, µM (top dose mostly 57.1 µM), without a hit: top-dose activity change, negative = inhibition. hit rate 0.25% among 71,000. AID 603; also: potency is read from the fitted curve at half-maximal effect; % is scaled to controls: 0 for no effect and ±100 for the full control effect
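Reconstituted *E. coli* holoenzyme (0.35 nM Pol III, 1 nM beta, 154 nM SSB, 2 nM primase) was preincubated with compound for 15 min at RT. Synthesis on 1.4 nM ssM13Gori ran 35 min, then was stopped with PicoGreen/EDTA and read as dsDNA fluorescence.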
ALOX15 inhib: 15-hLO (ALOX15) enzyme inhibition | P16050 | purified 15hLO-1, xylenol orange hydroperoxide absorbance | Potency, µM (series often up to 57.1 µM), without a hit: top-dose activity change, negative = inhibition, hits mostly inhibitors | hit rate 1.4% among 74,000 | AID 887; also: potency is read from the fitted curve at half-maximal effect; % is scaled to controls: 0 for no effect and ±100 for the full control effect; nearly all actives have a fitted effect of over 55% in size
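Readout: Fe(III)-xylenol orange absorbance, 573-to-405 nm ratio as reaction progress. Enzyme 40 nM purified human 15hLO-1, substrate 50 uM arachidonic acid, 6 min RT after 15 min compound preincubation; Hepes pH 7.5 buffer with Triton X-100.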
BRCT PPI red: disrupts BRCA1 BRCT binding to phosphoprotein, red fluorophore readout; BRCT-phosphopeptide binding, red fluorescence polarization; Potency, µM (doses to about 76.9 µM), for the others: at the highest dose activity change, negative = inhibition, most hits filed as inhibitors; P38398; AID 892; hit rate 0.03% among 75,000; also: % is scaled to controls: 0 for no effect and ±100 for the full control effect
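Fluorescence polarization: 100 nM His-tagged BRCA1 BRCT with 100 nM TAMRA-labelled phospho-BACH1 decapeptide, phosphate buffer pH 7.3 with 150 mM NaCl, DTT, 0.01% Tween 20; 12 min RT. Binding inhibition seen as FP decrease.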
HADH2 inhib: inhibitors of human HADH2 dehydrogenase; Potency, µM (titrated, usually from 57.1 µM), for the others: at the highest dose activity change, negative = inhibition, usual class: inhibitors; Q99714; recombinant HADH2, NADH fluorescence, beta-hydroxybutyryl-CoA; hit rate 3.4% among 73,000; also: potency is read from the fitted curve at half-maximal effect; % is scaled to controls: 0 for no effect and ±100 for the full control effect; nearly all actives have a fitted effect of over 60% in size; many of its hits are not listed in these tables
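Read-out: 360 nm excitation, 450 nm emission, kinetic over 4 min. Conditions: His-tagged human HADH2 20 nM, pH 9.0 Tris with Tween-20, 1 mM NAD+, 90 uM beta-hydroxybutyryl-CoA.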
Tau filament bind: binds recombinant human tau filaments | P10636 | recombinant tau filaments, thioflavin S fluorescence, 15 h; filaments grown with octadecylsulfate alongside compound | Potency, µM (highest dose often 57.1 µM), inactives show top-dose activity change, negative = inhibition | hit rate 2% among 71,000 | AID 596;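 also: potency is read from the fitted curve at half-maximal effect; % is scaled to controls: 0 for no effect and ±100 for the full control effect; actives lower thioflavin S fluorescence by blocking filaments or displacing dye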
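Read-out: ThS fluorescence, 450 nm excitation/510 nm emission; lower signal marks blocked filament formation or displaced dye. Tau at 1 uM with 30 uM ODS, 10 uM ThS, 5 mM DTT, 100 mM NaCl, 10 mM HEPES pH 7.4; 15 h, 37 C.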
Rhodamine fluor: compound autofluorescence in rhodamine spectral region | AID 594 | hit rate 0.05% among 59,000 | max dye-equivalent concentration, M | Rhodamine-region fluorescence, 547/598 nm, Tris buffer; stronger effect = higher value; in the data active = max dye-equivalent concentration above about 11 nM; inconclusive = between about 1.1 nM and that limit
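Steps: pin-transfer compounds into pH 8.0 Tris (100 mM), hold 15 min at room temperature, image with a 547/598 nm filter pair, and convert intensities to rhodamine-equivalent concentration using a six-point on-plate rhodamine series.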
* marks the source's active call; other numbers are inactive results; i = inactive; ? = inconclusive; . = not tested or not shown; [ ] = remark or other dose. Unless noted, calls follow the shape of the dose curve; as a rule, active = well fitted curve in the direction sought with a large enough effect; inconclusive = small, poorly fitted or top-dose-only effect, or another doubt; inactive = no such curve, though single readings can be large; an effect the other way counts as inactive or inconclusive.

SMILES | Casp1 inh | Caspase-7 inhib | USP2a inhib | HEK293 cAMP cs | BRCT PPI green | DNA Pol III inh | ALOX15 inhib | BRCT PPI red | HADH2 inhib | Tau filament bind | Rhodamine fluor
O=C(C1CCC(Cn2c(=O)[nH]c3ccccc3c2=O)CC1)N1CCN(c2ccccc2)CC1 (stereo not drawn) | -2% | -4% | . | 7% | -2.3% | 4% | -20% | -1.9% | 4% | 52% | .
Cn1c(=O)oc2cc(S(=O)(=O)Nc3cccc(C(=O)O)c3)ccc21 | -3% | 0% | -7% | -6% | -3.8% | -3% | 4% | -1.8% | -2% | -4% | i
CN(Cc1ccccc1)c1oc(-c2ccco2)nc1C#N | -3% | -1% | -6% | ? | 0.7% | -4% | 2% | -0.4% | ? | 9% | i
O=C(O)COc1ccc(Br)cc1/C=N/O | -3% | 1% | 0%[7.66 µM] | ? | 0.1% | -5%[11.4 µM] | -6%[11.4 µM] | 1.5% | -3%[11.4 µM] | 2%[11.4 µM] | .
CC(NC(=O)OC1CCCCC1)N1C(=O)C2C3C=CC(C3)C2C1=O (stereo not drawn) | -1% | 0% | 7% | 2% | -0.2% | -2% | 1% | 0.4% | 6% | 2% | i
O=C(c1cc(C(F)(F)F)cc(C(F)(F)F)c1)N1CCC[C@@]2(CCN(c3ncccn3)C2)C1 | -1% | -2% | 29% | 11% | -2.2% | -11% | -1% | 0.1% | 19% | -3% | i
C[C@@H](C(=O)N[C@@H](CO)Cc1ccccc1)[C@@H]1C[C@@]1(C)[C@@H](NC(=O)OCc1ccccc1)c1ccccc1 | 1% | 1% | . | -2% | 1.4% | -7% | . | -1.7% | -6% | -3% | .
O=C(Nn1c(C2CC2)nc2ccccc2c1=O)c1ccco1 | 1% | 0% | 3% | 15% | -0.6% | -1% | -1% | 0.8% | -5% | 2% | i
O=C(NCc1cccnc1)C1CCCN(S(=O)(=O)c2ccccc2)C1 (stereo not drawn) | -3% | 3% | 1% | 6% | -2.2% | -7% | 6% | -1.0% | 5% | 4% | i
CCOc1ccc(N(CC(=O)Nc2ccccc2)S(C)(=O)=O)cc1 | 0% | -1% | 9% | 5% | -0.9% | -1% | 3% | -1.9% | 5% | -2% | .
Cc1[nH]nc2c1C(c1ccccc1)C1=C(CC(C)(C)CC1=O)N2 (stereo not drawn) | 2% | 0% | -6% | ? | -1.5% | 3% | 9% | 0.2% | ? | 8% | i
COc1ccc(C(=O)Cn2nnc(-c3ccccc3NC(=O)c3ccco3)n2)cc1 | -3% | -3% | 230%[activator] | 19% | 4.6% | 1% | 9% | -0.8% | ? | 12% | i
Cc1nc2cnc(Nc3ccccc3)nc2n(C[C@H]2CCCO2)c1=O | -3% | -2% | 74%[activator] | 22% | 0.0% | -1% | -2% | 1.4% | -2% | -5% | i
Cc1c(CN2CCCCC2C)c(=O)n(-c2ccccc2)n1C (stereo not drawn) | -1% | 1% | 0%[7.66 µM] | 4%[11.4 µM] | -1.3% | -5%[11.4 µM] | 8%[11.4 µM] | 0.7% | -3%[11.4 µM] | -3%[11.4 µM] | .
O=C1CC(N2CCOCC2)C(=O)N1CCN1C(=O)CC(N2CCOCC2)C1=O (stereo not drawn) | -4% | -1% | -8% | 19% | -1.0% | -3% | 5% | 0.1% | 16% | 7% | i
COc1ccc(NC(=O)CCS(=O)(=O)c2ccc3c(c2)CCCN3C(C)=O)cc1 | 0% | 0% | 11% | -1% | -2.4% | 0% | -1% | -1.4% | -3% | 14% | i
COc1ccc(C2(CNC(=O)CCC(=O)O)CCCC2)cc1 | -9% | -1% | -5% | 3% | 0.1% | 0% | 5% | -0.1% | 2% | -13% | i
O=C(O)c1cc(N=Cc2ccccc2O)cc(C(=O)O)c1 | -1%[11.5 µM] | 3%[11.5 µM] | . | ? | -0.9%[15.4 µM] | -6%[11.4 µM] | -4%[11.4 µM] | 1.8%[15.4 µM] | -3%[11.4 µM] | 6%[11.4 µM] | i
CCCCSCCCNC(=O)CS(=O)Cc1nc(-c2cccc(C)c2)oc1C (stereo not drawn) | 1% | -5% | 31%[activator] | 26% | -3.4% | 0% | ? | -1.7% | -1% | 1% | i
Cc1cccc(NC(=O)CCN2C(=O)c3ccccc3C2=O)n1 | 0% | 2% | 2% | 4% | -0.7% | 0% | 3% | 2.0% | 5% | 4% | i
Cc1nn(-c2ccccc2)c(Cl)c1C(=O)Nc1c(C)n(C)n(-c2ccccc2)c1=O | 0% | 3% | -19% | -5% | 0.3% | -13% | 5% | -0.8% | 2% | -4% | i
CC(C)c1ccc(/C=C2\C=C(c3ccc4ccccc4c3)OC2=O)cc1 | -1%[11.5 µM] | -3%[11.5 µM] | . | 11%[11.4 µM] | 0.3%[15.4 µM] | -7%[11.4 µM] | -12%[11.4 µM] | 1.2%[15.4 µM] | 9%[11.4 µM] | -24%[11.4 µM] | i
Cc1c(C(=O)OCc2cc(=O)n3cc(Br)ccc3n2)oc2ccccc12 | 0% | 2% | 6% | 13% | -2.4% | 5% | ? | -0.9% | 2% | -2% | i
COc1cc(OC)cc(-c2nc(-c3ccccc3)no2)c1 | -1% | 1% | 0% | 9% | 0.2% | 9% | -1% | -0.4% | -2% | 84% | i
Cc1occc1-c1nnc(SCC(=O)Nc2ccc(F)cc2)n1Cc1ccccc1 | 1% | -2% | 16% | ? | -0.7% | -2% | -17% | -0.6% | -1% | -9% | i
Additional entries follow:
SMILES | Casp1 inh | Caspase-7 inhib | USP2a inhib | HEK293 cAMP cs | BRCT PPI green | DNA Pol III inh | ALOX15 inhib | BRCT PPI red | HADH2 inhib | Tau filament bind | Rhodamine fluor
c1c[nH]c(CN2CCN(Cc3ncc[nH]3)CC2)n1 | -1%[11.5 µM] | 4%[11.5 µM] | . | -1%[11.4 µM] | -0.4%[15.4 µM] | 0%[11.4 µM] | 73%[activator][11.4 µM] | 0.2%[15.4 µM] | 0%[11.4 µM] | 8%[11.4 µM] | i
Cn1nnnc1SCCNCC#Cc1ccccc1 | -2% | 1% | 5% | 12% | -0.4% | -1% | 0% | 0.8% | 2% | 5% | i
CC1(C)Oc2ccc3ccc(=O)oc3c2-c2cnoc21 | -4% | -2% | . | -3% | 0.5% | -16% | 3% | -2.5% | 12% | -3% | .
O=C(c1ccc2c(c1)OCO2)N1CCN(c2ccc(Cl)cc2)CC1 | 0% | -6% | . | 6% | -1.6% | 1% | -9% | 2.5% | -11% | 9% | .
CCCn1nnnc1SCC(=O)N(C(C)C)C(C)C | -1% | 0% | -19% | 3% | -1.2% | -1% | 5% | -1.8% | ? | 1% | i
CCOC(=O)CCc1c(C)nc2cc(-c3ccc(F)cc3)[nH]n2c1=O | 1% | 1% | 12% | -1%[11.4 µM] | -1.1% | -4% | -3% | 0.3% | ? | 25% | .
COc1ccc(N2CCN(C(=O)CSc3nnc(COc4cccc5cccnc45)o3)CC2)cc1 | -1% | 0% | 14% | 16% | 1.7% | -1% | 4% | -0.8% | -1% | -15% | i
Cc1ccc(-c2cc(C)nc3ncnn23)cc1 | 2% | -3% | . | ? | 1.1% | 0% | 7% | -0.9% | ? | -7% | .
COc1ccc(C(=O)N2CCC3(CC2)CCN(c2ccccn2)CC3)cc1 | 0% | -1% | 21% | 14% | 2.7% | -6% | 4% | -0.3% | 0% | 25% | i

Single records (already shown):
Results for `c1c[nH]c(CN2CCN(Cc3ncc[nH]3)CC2)n1` : Casp1 inh = -1%[11.5 µM]; Caspase-7 inhib = 4%[11.5 µM]; USP2a inhib = .; HEK293 cAMP cs = -1%[11.4 µM]; BRCT PPI green = -0.4%[15.4 µM]; DNA Pol III inh = 0%[11.4 µM]; ALOX15 inhib = 73%[activator][11.4 µM]; BRCT PPI red = 0.2%[15.4 µM]; HADH2 inhib = 0%[11.4 µM]; Tau filament bind = 8%[11.4 µM]; Rhodamine fluor = i
Results for `CCCn1nnnc1SCC(=O)N(C(C)C)C(C)C` : Casp1 inh = -1%; Caspase-7 inhib = 0%; USP2a inhib = -19%; HEK293 cAMP cs = 3%; BRCT PPI green = -1.2%; DNA Pol III inh = -1%; ALOX15 inhib = 5%; BRCT PPI red = -1.8%; HADH2 inhib = ?; Tau filament bind = 1%; Rhodamine fluor = i

Some of the compounds tested; count on the stated rates, not on these rows.
